# Screening data: PubChem BioAssay, National Center for Advancing Translational Sciences (NCATS)
# Peg3 imprint: inducers of genomic imprint erasure in mouse ES cells; hit rate 0.02% among 110,000; Potency, µM (titrated, usually from 60.7 µM), inactives show at the top dose activity change, positive = activation, hits mostly activators; mouse ES Peg3-LacZ reporter, beta-gal luminescence, 40 h; active = well fitted activation curve with a large enough effect;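 also: 0% = negative control wells on the plate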
#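 Imprint erasure is scored as LacZ activity from the silenced maternal Peg3 allele in feeder-free female ES cells cultured 40 h with LIF. Luminescence is normalized to in-plate negative controls and fitted to the Hill equation.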
# Starred values were filed as active, the others as inactive; & = joins results of further samples; [ ] = remark or other dose. Potency is read from the fitted curve at half-maximal effect. An excerpt; the hit share may differ from the screen's.
SMILES,Peg3 imprint
NC(C(=O)N[C@@H]1C(=O)N2C(C(=O)O)=C(Cl)CS[C@H]12)c1ccccc1 (some centres undefined),-6.0%
COc1ccc2c(c1)OC(=O)CC2c1ccc2c(c1)OCO2 (centres undefined),2.6%
CN[C@@H]1[C@H](O[C@@H]2O[C@H](C)[C@@](O)(CO)[C@H]2O[C@H]2[C@H](O)[C@H](O)[C@H](N=C(N)N)[C@@H](O)[C@@H]2N=C(N)N)O[C@@H](CO)[C@H](O)[C@H]1O,-3.8%
CC(=O)N[C@@H](Cc1ccc(O)cc1)C(=O)O,8.5%
CC(=O)Oc1ccc(C2(c3ccc(OC(C)=O)cc3)C(=O)Nc3ccccc32)cc1,3.9%
CCOC(=O)c1ccc(-c2c(C)cc3oc(=O)cc(-c4ccccc4)c3c2C)cc1,-30.1%[inhibitor]
O=C1C[C@H]2CCCCC(=O)N3CC[C@@H](C1)[C@@H]23,-4.5%[97.3 µM]
O=C1OCCN1C(=O)[C@H]1[C@H](c2ccc(F)cc2)C(c2ccccc2)=NN1c1ccccc1,2.1%
CCCCCCOC(=O)C1(O)CC2OC1(C)n1c3ccccc3c3c4c(c5c6ccccc6n2c5c31)C(=O)NC4 (centres undefined),-5.0%[2 µM]
OC[C@@H]1[C@@H](c2ccccc2)C(c2ccccc2)=NN1c1ccccc1,-2.2%
O=[N+]([O-])O[C@H]1CO[C@H]2[C@@H]1OC[C@H]2O,2.1%
COc1cc(OC)c2c(-c3ccccc3)cc(=O)oc2c1C(CCN1CCOCC1)c1ccc(N(C)C)cc1 (centres undefined),-11.9%[40.7 µM]
COc1ccc(Nc2ncnc3ccc(OC)cc23)cc1,-12.4%
Cc1cc(C(=O)NCCc2ccc(S(=O)(=O)NC(=O)NN3CCCCCC3)cc2)no1,-3.5%
Cc1cccc(O)c1,3.2%
Cc1cccc(C2=NN(c3ccccc3)[C@H](CO)[C@H]2c2ccccc2)c1,-11.6%
COc1cccc(OC)c1OCCNCC1CSc2ccccc2O1 (centres undefined),-23.4%
Cc1cccc(C(=O)N2CCC(=O)N([C@H](COCc3ccccc3)Cc3ccccc3)CC2)c1,-18.4%
CNC(=O)[C@H]1O[C@@H](n2cnc3c(N)ncnc32)[C@H](O)[C@H]1O,-8.8%
C/C=C(/CC[C@@H](C)[C@H]1CCC2C3=CC[C@H]4[C@H](C)[C@@H](O)CC[C@]4(C)C3CC[C@@]21C)C(C)C (some centres undefined),-6.2%
N=S(=O)(O)Cc1noc2ccccc12,-7.0%
Nc1ccn([C@@H]2CS[C@H](CO)O2)c(=O)n1,-1.2%
CC(=O)OCC1=C(C(=O)O)N2C(=O)[C@@H](NC(=O)Cc3cccs3)[C@H]2SC1,-8.4%&-5.7%
C[C@@H]1CC[C@H]2[C@H](C)C3[C@H](C[C@H]4[C@@H]5CC=C6C[C@@H](O)CC[C@@]6(C)[C@@H]5C[C@@H](O)[C@]34C)N2C1 (some centres undefined),-13.7%[10.9 µM]
Cc1cccc(C2CN(C)CCc3c2cc(O)c(O)c3Cl)c1 (centres undefined),-17.6%
OC[C@H]1O[C@@H](n2cnc3c(NC4CCCC4)ncnc32)[C@H](O)[C@H]1O,-11.3%
CC1(C)O[C@H]2C[C@@H]3[C@H]4CCC5=CC(=O)C=C[C@]5(C)[C@@]4(F)[C@@H](O)C[C@]3(C)[C@]2(C(=O)CO)O1,-6.8%
COc1cccc2c1OC(=O)CC2c1ccc(C)cc1 (centres undefined),-14.7%[97.3 µM]
COC(=O)c1csc(C(=O)c2c[nH]c3ccccc23)n1,-11.2%
C[C@H]1C(c2ccccc2)=NN(c2ccccc2)[C@@H]1CO,-11.8%[97.3 µM]
COc1ccc(OC)c(-c2ccc(C(=O)O)o2)c1,-6.1%[97.3 µM]
CC(C)c1c(C(=O)Nc2ccccc2)c(-c2ccccc2)c(-c2ccc(F)cc2)n1CC[C@@H](O)C[C@@H](O)CC(=O)O,-9.2%
CSc1ccc(/C=C2/C(C)=C(CC(=O)O)c3cc(F)ccc32)cc1,-9.4%
COC(=O)[C@H](CCCN=C(N)N)NC(=O)CCCc1c(-c2ccccc2)[nH]c2c(F)cc(F)cc12,-12.4%
COC(=O)[C@H]1[C@H]2C[C@H]3c4[nH]c5ccccc5c4CCN3C[C@H]2CC[C@@H]1O,-14.0%
CC(=O)N[C@H]1C(O[C@@H]2O[C@H](C[C@@H](O)[C@H]3O[C@@H](N4CCC(=O)NC4=O)[C@H](O)[C@@H]3O)[C@H](O)[C@H](O)[C@H]2NC(=O)/C=C/CCCCCCCCCCC(C)C)OC(CO)[C@@H](O)[C@@H]1O (some centres undefined),-35.7%[inhibitor]

# Four structures out of the list, arranged by formula weight, smallest number first:
SMILES,Peg3 imprint
Nc1ccn([C@@H]2CS[C@H](CO)O2)c(=O)n1,-1.2%
Cc1cccc(C2=NN(c3ccccc3)[C@H](CO)[C@H]2c2ccccc2)c1,-11.6%
C[C@@H]1CC[C@H]2[C@H](C)C3[C@H](C[C@H]4[C@@H]5CC=C6C[C@@H](O)CC[C@@]6(C)[C@@H]5C[C@@H](O)[C@]34C)N2C1 (some centres undefined),-13.7%[10.9 µM]
COc1cc(OC)c2c(-c3ccccc3)cc(=O)oc2c1C(CCN1CCOCC1)c1ccc(N(C)C)cc1 (centres undefined),-11.9%[40.7 µM]

# (continued)
SMILES,Peg3 imprint
COc1ccc(-c2cc(=O)c3ccccc3[nH]2)cc1,-32.6%[inhibitor][97.3 µM]
CCCCC/C=C\C[C@@H](O)/C=C/C=C/C=C\[C@@H](O)CCCC(=O)O,-6.1%[10.9 µM]
Cc1ccc(C(C)C)c2oc(=O)cc(-c3ccc(-c4ccc(C(F)(F)F)cc4)cc3)c12,-17.3%
CCCCCCCCCCCCSCCOCCO,-18.5%
CC(C)[C@H]1c2ccc(F)cc2CC[C@@]1(CCN(C)CCCc1nc2ccccc2[nH]1)OC(=O)C1CC1,-37.4%[inhibitor]
CCC(=O)Oc1ccc2c(c1)CCC1C2CC[C@]2(C)C(OC(=O)CC)CCC12 (some centres undefined),-16.2%
COc1ccccc1CNC(=O)c1cccc(-c2ccc(C)c3ccccc23)n1,-17.7%
COc1cc(OC)c2c(-c3cccc(-c4cccc(C)c4)c3)cc(=O)oc2c1,-26.0%
Cc1cccc(C(=O)N2CCC(=O)N([C@H](COCc3cccc(Cl)c3)Cc3ccccc3)CC2)c1,-16.7%
CCOC(=O)C1=C([Si](C)(C)C)c2ccccc2N(S(=O)(=O)C(F)(F)F)C1C(=O)OCC (centres undefined),-22.8%
COc1ccc(COc2cc(-c3cccc(OC)c3)nc3ccc(N)cc23)cc1,-30.2%[inhibitor]
Cc1cccc(C2=NN(c3ccccc3)[C@@H](C(=O)N3CCOC3=O)[C@@H]2c2ccc(Cl)cc2)c1,-9.7%

# 2 entries drawn at random from the list so far:
SMILES,Peg3 imprint
COc1ccccc1CNC(=O)c1cccc(-c2ccc(C)c3ccccc23)n1,-17.7%
COc1ccc(-c2cc(=O)c3ccccc3[nH]2)cc1,-32.6%[inhibitor][97.3 µM]

# (cont.)
SMILES,Peg3 imprint
CN1CCN(CCCN2c3ccccc3Sc3ccccc32)CC1,-8.7%
O=C1[C@H]2CCC=C[C@H]2[C@H](c2ccccc2Br)N1Cc1ccccc1,-12.3%
OC[C@H]1O[C@@H](n2cnc3c(Nc4ccccc4)ncnc32)[C@H](O)[C@H]1O,-9.8%
Cc1cc(C)c2c(c1)OC(=O)CC2c1ccccc1C (centres undefined),-2.8%[97.3 µM]
CC(=O)Nc1ccc(-c2c(C)cc3oc(=O)cc(-c4ccccc4)c3c2C)cc1,-14.5%
N#CC(=C(\N)Sc1ccccc1N)/C(C#N)=C(/N)Sc1ccccc1N,-12.4%
O=C(O)C1CCCN(CCC=C(c2ccccc2)c2ccccc2)C1 (centres undefined),27.1%
COc1cc2oc(=O)cc(-c3ccc(-c4ccc(OC(F)(F)F)cc4)cc3)c2c(OC)c1OC,-13.8%
CC[C@@H]1C(c2ccccc2)=NN(c2ccccc2)[C@H]1C(=O)N1CCOC1=O,-0.4%
CC1=C(/C=C/C(=C/C=C/C(C)=C/C(=O)O)c2ccc(C)cc2)C(C)(C)CCC1,-9.0%
CCOC(=O)C1C(C(=O)OC)=C(c2ccc(OC)cc2)c2ccccc2N1S(=O)(=O)C(F)(F)F (centres undefined),-11.9%
CCOC(=O)C1=C(C)NC(C)=C(C(=O)OC)C1c1cccc([N+](=O)[O-])c1 (centres undefined),-6.4%&-14.4%
COc1ccc2[nH]c(-c3cccc(F)c3)cc(=O)c2c1,-54.8%[inhibitor][97.3 µM]
COc1ccc2[nH]c(-c3ccc(F)cc3F)cc(=O)c2c1,-30.1%[inhibitor]
C[C@@H](O)CNC(C)(C)CC(=O)N[C@@H]1CCc2ccccc2N(Cc2ccc(-c3ccccc3-c3nn[nH]n3)cc2)C1=O,-5.7%
CCC(C)CCCCC(=O)N[C@@H](CCN)C(=O)N[C@H](C(=O)N[C@@H](CCN)C(=O)N[C@H]1CCNC(=O)C([C@@H](C)O)NC(=O)[C@@H](CCN)NC(=O)[C@H](CCN)NC(=O)[C@H](CC(C)C)NC(=O)[C@@H](CC(C)C)NC(=O)[C@H](CCN)NC1=O)[C@@H](C)O (some centres undefined),-5.3%
Cc1ccc(S(=O)(=O)N2CCC(=O)N([C@H](COCc3ccc(C(F)(F)F)cc3)Cc3ccccc3)CC2)cc1,-18.2%[40.7 µM]
O=C(O)CNC(=O)C(CS)Cc1ccccc1 (centres undefined),-4.7%

# Grouped by structure, the entries above with a Cl atom.
SMILES,Peg3 imprint
NC(C(=O)N[C@@H]1C(=O)N2C(C(=O)O)=C(Cl)CS[C@H]12)c1ccccc1 (some centres undefined),-6.0%
Cc1cccc(C2CN(C)CCc3c2cc(O)c(O)c3Cl)c1 (centres undefined),-17.6%
Cc1cccc(C(=O)N2CCC(=O)N([C@H](COCc3cccc(Cl)c3)Cc3ccccc3)CC2)c1,-16.7%
Cc1cccc(C2=NN(c3ccccc3)[C@@H](C(=O)N3CCOC3=O)[C@@H]2c2ccc(Cl)cc2)c1,-9.7%
